# LGR2 antag: blocks bursicon-induced cAMP signaling via Drosophila LGR2. inhibition, % at 9.99 µM. HEK293 LGR2, CRE-luciferase, bursicon-stimulated, 4 h. actives 0.35% (n = 380,000). AID 720647;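 active = drop in luminescence signal, shown as inhibition above about 50% in the replicate tests, limit read from the data, passing the limit was not always enough; inconclusive = probably only some replicates passing the limit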;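 note: agonist challenge used bursicon conditioned medium at about half maximal strength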
# SIRT5 block: blocks human SIRT5 desuccinylation of peptide | inhibition, % at 15 µM | Purified SirT5, succinyl-peptide AMC, trypsin-coupled fluorescence | Q9NXA8 | actives 1.1% (n = 330,000); in the data active = inhibition above about 15%; inconclusive = no clear call, values can overlap the other calls
# Target sequence (Q9NXA8 whole entry, looked up): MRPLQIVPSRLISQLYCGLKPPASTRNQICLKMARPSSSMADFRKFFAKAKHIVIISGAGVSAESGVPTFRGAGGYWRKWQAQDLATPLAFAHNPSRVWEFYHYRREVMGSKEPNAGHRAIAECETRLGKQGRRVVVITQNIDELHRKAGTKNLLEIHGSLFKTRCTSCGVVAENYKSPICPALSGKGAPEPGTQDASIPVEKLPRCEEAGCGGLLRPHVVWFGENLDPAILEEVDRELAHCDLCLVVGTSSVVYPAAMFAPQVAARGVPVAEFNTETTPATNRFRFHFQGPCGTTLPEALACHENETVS
# ARNT TACC3 PPI: ARNT/TACC3 interaction disruption | inhibition, % at 9.99 µM | AID 623870 | AlphaScreen His-ARNT PAS-B/GST-TACC3 binding, luminescence; TACC3 fragment carries E629A point mutation | Q9Y6A5 | actives 0.66% (n = 390,000);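 active = mean inhibition of replicates at least 50% and at least half of replicates each reaching 50%; inconclusive = half or more replicates reach 50% but mean below 50%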;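 note: 0% = complete ARNT plus TACC3 wells and 100% = ARNT alone without TACC3; many hits fall short of the cut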
# EWS-Fli inh: inhibitors of EWS/Fli oncoprotein transcriptional activity | A673 NR0B1-luciferase reporter, viability-normalised | inhibition, % at 12.6 µM | actives 0.67% (n = 350,000);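 active = mean inhibition of at least 50% after viability correction, with every replicate also passing that limit; inconclusive = mean reaches 50% but only one of two replicates passes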;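 note: firefly luciferase signal divided by Alamar Blue viability fluorescence both relative to DMSO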
# PAX8 inh HTS: lowers PAX8-driven luciferase in RMG-I cells; RMG-I TPO-luciferase reporter, SteadyGlo, 24 h; inhibition, % at 12.6 µM; actives 1.2% (n = 360,000);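 active = mean replicate inhibition at least 60% with every replicate also reaching 60%; inconclusive = only one of the two criteria is met; inactive = mean below 60% and not all replicates reaching 60%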;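 note: luciferase light reporting Pax8 driven TPO promoter activity; plate controls were median of neutral control wells for no effect and mitoxantrone controls for full effect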
# Casp6 inh: inhibitors of human caspase-6 | P55212 | purified caspase-6, Z-VEID-R110 cleavage fluorescence | inhibition, % at 12.5 µM | actives 0.53% (n = 350,000) | AID 686996;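 active = mean inhibition across replicates at least about 35%, with every replicate also reaching that limit, limit read from the data; inconclusive = only one of the two criteria met; inactive = neither criterion met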;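 note: 0% = median of neutral control wells and 100% = no fluorescence left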
# Target sequence (P55212 24-179 limits assumed): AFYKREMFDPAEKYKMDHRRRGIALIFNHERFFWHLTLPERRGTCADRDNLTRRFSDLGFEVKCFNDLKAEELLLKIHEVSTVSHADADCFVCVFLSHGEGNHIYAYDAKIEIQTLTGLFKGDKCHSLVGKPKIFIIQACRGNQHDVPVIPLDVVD
# Target sequence (P55212 194-293 limits assumed): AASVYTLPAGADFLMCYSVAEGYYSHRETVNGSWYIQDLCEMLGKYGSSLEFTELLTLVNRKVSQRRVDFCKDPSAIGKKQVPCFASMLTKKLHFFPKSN
# DENV2 CPE rescue: inhibitors of DENV2 cytopathic effect. DENV2-infected cells, cytopathic effect rescue, plate reader. CPE inhibition, % at 9.99 µM. actives 1.7% (n = 350,000); in the data active = CPE inhibition above about 20%, passing the limit was not always enough; inconclusive = no clear call, values can overlap the other calls; tested in BHK-21 cells;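 note: 0% = median of neutral control wells and 100% = median of positive control wells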
# * marks the source's active call; other numbers are inactive results; ? = inconclusive; · = not tested or not shown.
item	Molecule	LGR2 antag	SIRT5 block	ARNT TACC3 PPI	EWS-Fli inh	PAX8 inh HTS	Casp6 inh	DENV2 CPE rescue
1	O=C(NC1CCCC1)c1cccc(S(=O)(=O)N2CCCC2)c1	-11	-2	-15	-3	-17	1	-7
2	CCCCN1C(=O)C(CC(=O)NCc2cccc3ccccc23)CC(C(=O)N2CCOCC2)=C1C (configuration not stated)	20	-4	·	1	-2	-3	0
3	COc1ccc(-c2cc(C(F)(F)F)nc(SCC(=O)Nc3ccc4c(c3)OCO4)n2)cc1	-4	·	-11	·	-1	·	·
4	CCC(C)[C@H](NC(=O)N1CCCCCC1)C(=O)O (some centres not stated)	-14	-6	3	8	-38	-3	-1
5	O=C(CN1C(=O)S/C(=C/c2cc(Br)cs2)C1=O)N1CCOCC1	11	·	-22	·	-5	·	·
6	C/C(=N\NC(=O)CSCc1ccc([N+](=O)[O-])cc1)c1ccccc1	-13	-3	-5	-4	-21	0	4
7	CC(C)(C)C1CCc2c(C(=O)NNC(=O)/C=C/C(=O)O)csc2C1 (configuration not stated)	3	·	26	·	2	·	·
8	CC1(c2ccccc2Cl)NC(=O)N(CC(=O)NCCC2=CCCCC2)C1=O (configuration not stated)	·	1	-1	-3	11	2	-2

# Full records from above. Values in the order: LGR2 antag, SIRT5 block, ARNT TACC3 PPI, EWS-Fli inh, PAX8 inh HTS, Casp6 inh, DENV2 CPE rescue
# Shown for CCC(C)[C@H](NC(=O)N1CCCCCC1)C(=O)O (some centres not stated) = -14, -6, 3, 8, -38, -3, -1
# Shown for O=C(CN1C(=O)S/C(=C/c2cc(Br)cs2)C1=O)N1CCOCC1 = 11, ·, -22, ·, -5, ·, ·

# (next part)
item	Molecule	LGR2 antag	SIRT5 block	ARNT TACC3 PPI	EWS-Fli inh	PAX8 inh HTS	Casp6 inh	DENV2 CPE rescue
9	COc1ccc(N(C(=O)COc2ccc(C)cc2)S(=O)(=O)c2ccc(C)cc2)cc1	-3	·	-3	·	-10	·	·
10	COc1ccc([N+](=O)[O-])cc1N(CC(O)CN1CCOCC1)S(=O)(=O)c1ccccc1 (configuration not stated)	5	-2	1	1	5	6	4
11	O=C(Nc1ccccc1N1CCCC1)c1cccc(Cl)c1Cl	2	-4	2	1	-1	-5	?
12	Cc1c(NC(=O)c2ccc(C(=O)Nc3c(C)n(C)n(-c4ccccc4)c3=O)cc2)c(=O)n(-c2ccccc2)n1C	4	-2	21	12	23	0	5
13	COc1ccc2c3c(n(C)c2c1)[C@H](CO)NCC31CCN(Cc2cc(-c3ccccc3)on2)CC1	4	12	·	-6	82*	-4	-24
14	CCOC(=O)c1cc(-c2ccccc2)n[nH]1	-37	2	-10	4	-2	-5	?
15	Cc1ccnn1CC(=O)N/N=C/c1ccc2c(c1)OCO2	9	·	5	·	-9	·	·
16	Cc1noc(C)c1NC(=O)N[C@H]1C=C[C@@H](CC(=O)NCCCN(C)C)O[C@@H]1CO	3	-2	-3	·	·	3	-3
17	COc1ccc(Cn2c(=S)[nH]c3cc(OC)c(OC)cc3c2=O)cc1	·	-1	3	-11	-38	-6	2
18	Cc1ccc(NC(=O)CSCC(=O)NNC(=O)c2nn(C)c(=O)c3ccccc23)cc1	-9	-2	-1	1	-7	-3	?
19	CCOC(=O)c1ccc(-c2ccc3[nH]c4ccccc4c(=O)c3c2)cc1F	·	·	-2	-7	2	·	-13
20	CCC(=O)NC(C)c1cc(Cl)c2ccccc2c1O (configuration not stated)	-9	·	-5	7	5	-1	-7
21	CC1(Cc2ccccc2Cl)C(=O)Nc2c(Cl)ccc(Cl)c21 (configuration not stated)	18	·	·	5	27	-3	-5
22	CC(C)C[C@@H](CN1CCCC1CN1C(=S)NC[C@@H]1Cc1ccc(O)cc1)N1C[C@H](Cc2ccc(O)cc2)N(CCc2ccccc2)C1=S (some centres not stated)	6	12	-2	7	71*	-2	0
23	CCCCCCCOc1ccc(OC(=O)c2ccncc2)cc1	-1	-2	2	34	·	-5	·
24	O=C(N/N=C/c1ccccc1O)C(=O)Nc1ccccn1	-55	-1	48*	4	-26	1	2
25	CCOC(=O)C1CCN(C(=S)Nc2ccc(S(N)(=O)=O)cc2)CC1	5	-4	-5	-2	-20	3	-1
26	CN(/N=C/c1cccnc1)C1=NS(=O)(=O)c2ccccc21	-8	-2	8	-9	-14	0	5
27	O=C(Nc1ccc(N2CCCC2)c(S(=O)(=O)Nc2cccc(C(F)(F)F)c2)c1)c1cccs1	18	·	-2	·	-46	·	·
28	COc1ccccc1N(CC(=O)NCc1ccccc1C)S(=O)(=O)c1ccc(C)cc1	14	-9	-3	0	4	-2	-2
29	CC1(C(=O)NS(=O)(=O)c2cccc(Cl)c2)CCN1C(=O)CC1CCCC1 (configuration not stated)	-16	-2	·	-3	-1	1	2
30	Cc1cc(=O)[nH]c2c(C)cc(S(=O)(=O)Nc3ccc(O)cc3)cc12	3	-1	1	2	21	3	-1
31	O=C(NC1CCCC1)N1CC(=O)N2[C@H](CO)[C@@H](c3ccc(/C=C/c4ccccc4)cc3)[C@@H]2C1	7	1	·	-11	·	·	4
32	CC(C)CC#Cc1ccc2c(c1)O[C@H](CN(C)C(=O)Nc1ccccc1)[C@H](C)CN([C@H](C)CO)S2(=O)=O	-3	2	-3	29	·	-1	-2
33	O=C(CCCOc1ccc(Cl)cc1Cl)N/N=C/c1cccc([N+](=O)[O-])c1	·	-1	3	-92	-4	-2	-5
34	CCOc1ccc(NC(=O)c2ccc3c(=O)n(-c4ccc(OC)cc4OC)c(=S)[nH]c3c2)cc1	6	0	2	5	20	3	5
35	CCOC(=O)CN1N=C(c2ccc(C)cc2)CCC1=O	-4	0	-1	1	-15	0	-1
36	CCOC(=O)N1CCN(C(=O)c2cc3c(=O)n4cccc(C)c4nc3s2)CC1	-15	-14	-6	-1	8	-1	-7
37	NC(=O)c1c(N)[nH]c(C(=O)c2ccccc2)c1-c1ccc(Br)cc1	-6	1	·	6	-24	1	9
38	COc1ccc(S(=O)(=O)N2CCOC2CNC(=O)C(=O)NCCCn2ccnc2)cc1OC (configuration not stated)	-2	-2	59*	-6	-1	-35	3
39	CCC(=O)N1CC(=O)N2[C@H](CO)[C@H](c3ccc(C#CCc4ccccc4)cc3)[C@@H]2C1	-20	14	·	·	·	-2	7
40	O=C(Nc1ccc(F)c(Cl)c1)C1CCCC1	·	-3	·	6	11	-4	3

# 10 compounds already listed, arranged by SMILES length, ascending:
item	Molecule	LGR2 antag	SIRT5 block	ARNT TACC3 PPI	EWS-Fli inh	PAX8 inh HTS	Casp6 inh	DENV2 CPE rescue
40	O=C(Nc1ccc(F)c(Cl)c1)C1CCCC1	·	-3	·	6	11	-4	3
14	CCOC(=O)c1cc(-c2ccccc2)n[nH]1	-37	2	-10	4	-2	-5	?
20	CCC(=O)NC(C)c1cc(Cl)c2ccccc2c1O (configuration not stated)	-9	·	-5	7	5	-1	-7
15	Cc1ccnn1CC(=O)N/N=C/c1ccc2c(c1)OCO2	9	·	5	·	-9	·	·
5	O=C(CN1C(=O)S/C(=C/c2cc(Br)cs2)C1=O)N1CCOCC1	11	·	-22	·	-5	·	·
7	CC(C)(C)C1CCc2c(C(=O)NNC(=O)/C=C/C(=O)O)csc2C1 (configuration not stated)	3	·	26	·	2	·	·
37	NC(=O)c1c(N)[nH]c(C(=O)c2ccccc2)c1-c1ccc(Br)cc1	-6	1	·	6	-24	1	9
29	CC1(C(=O)NS(=O)(=O)c2cccc(Cl)c2)CCN1C(=O)CC1CCCC1 (configuration not stated)	-16	-2	·	-3	-1	1	2
10	COc1ccc([N+](=O)[O-])cc1N(CC(O)CN1CCOCC1)S(=O)(=O)c1ccccc1 (configuration not stated)	5	-2	1	1	5	6	4
34	CCOc1ccc(NC(=O)c2ccc3c(=O)n(-c4ccc(OC)cc4OC)c(=S)[nH]c3c2)cc1	6	0	2	5	20	3	5

# Continuation:
item	Molecule	LGR2 antag	SIRT5 block	ARNT TACC3 PPI	EWS-Fli inh	PAX8 inh HTS	Casp6 inh	DENV2 CPE rescue
41	COc1ccc2c(c1OC)C(=O)N(c1ccc(O)cc1)C2	-5	-2	3	-71	-97	3	1
42	CC(=O)N1CCc2cc(S(=O)(=O)CCC(=O)N3CCN(c4ccccc4F)CC3)ccc21	-7	-1	-1	·	8	6	-2
43	O=C(c1cc2c(c(-c3cccc(-c4ccncc4)c3)n1)[C@H](CCO)N(C(=O)c1ccc3c(c1)OCO3)C2)N1CCOCC1	-25	-4	·	-15	-8	3	-3
44	C[C@@H]1CN([C@@H](C)CO)C(=O)c2cc(NC(=O)C3CCCCC3)ccc2O[C@@H](C)CCCCO[C@H]1CN(C)C(=O)CCCN(C)C	-4	-2	-1	-1	·	2	6
45	CN(Cc1ccccc1)C(=O)COc1ccccc1Cl	-4	-3	11	-8	10	-1	-6
46	CC1CCN(c2ccccc2NC(=O)c2ccc(C#N)cc2F)CC1	12	0	·	-3	0	0	3
47	COc1ccc(S(=O)(=O)NC2CCCC2)cc1Cl	7	10	-4	·	-9	-1	?
48	Cc1cc(C(=O)CCl)c(C)n1-c1ccon1	-5	-1	-2	12	-5	1	·
49	COc1ccc(-c2cnc3c(c2)C(=O)N([C@H](C)CO)C[C@@H](C)[C@@H](CN(C)C(=O)Cc2ccccn2)O3)cc1	-8	-1	-5	-4	·	·	9
50	C[C@@H]1CN([C@H](C)CO)C(=O)c2cc(C3=CCCCC3)cnc2O[C@H]1CN(C)C(=O)Cc1ccccc1	-2	5	6	4	12	6	-2
51	COc1ccc(OC)c(N(CC(=O)NC2CCCCCC2)S(=O)(=O)c2ccc(C)cc2)c1	-6	2	-4	10	10	-6	0
52	COc1ccc(CN(CC(=O)NCC2CCCO2)C(=O)CCC(=O)Nc2nccs2)cc1 (configuration not stated)	14	-2	-5	-5	-2	0	2
53	O=C1c2ccccc2C(=O)N1CCc1csc(-c2ccccc2)n1	11	-2	-2	·	·	1	·
54	O=C(C[C@H]1CC[C@H](NC(=O)Nc2ccc(F)cc2)[C@H](CO)O1)NCCN1CCCC1	6	4	-7	1	-1	3	2
55	CC(=O)NCCc1csc(-c2ccccc2)n1	-3	-2	-19	·	·	1	5
56	COC(=O)c1nc2ccc(C)cn2c1F	-23	-2	-5	-6	-79	-1	-11
57	OCC[C@@H]1C[C@H](O)[C@@H](O)[C@]2(OCc3ccc(CO)cc32)O1	-13	-3	·	0	-8	-1	-13
58	Cc1ccc(CNC(=O)c2nn(C)c3c2CS(=O)(=O)c2ccccc2-3)cc1	-2	-2	-9	2	5	-5	-2
59	COC(=O)C1=NN(c2ccc(OC)cc2)C2C(=O)N(c3ccccc3OC)C(=O)C12 (configuration not stated)	6	3	·	5	-7	-1	4
60	Cc1ccccc1C(=O)OCC(=O)NCC1COc2ccccc2O1 (configuration not stated)	-15	-4	-14	-4	5	-6	-7
61	CC(C)CNC(=O)COC(=O)c1ccc(F)cc1Cl	-28	-4	-7	-8	-13	-1	-4
62	Cn1c2ccccc2c2cnn(CC(=O)Nc3ccccc3Br)c(=O)c21	-2	-4	0	12	-3	-1	6
63	CCN(C(=O)N(CC)c1ccccc1)c1ccccc1	4	·	·	2	·	-1	20*
64	COc1ccc(NC(=O)c2ccc(S(=O)(=O)N3CC(C)OC(C)C3)cc2)cc1 (configuration not stated)	-2	-4	·	1	-26	0	?
65	CC(C)c1ccccc1OCC(O)CN1CCN(S(=O)(=O)c2ccc([N+](=O)[O-])cc2)CC1 (configuration not stated)	3	-2	5	6	2	2	-7
66	O=S1(=O)CCSC[C@@H](CN2CCCC2)N1	2	-5	·	-3	-3	0	1
67	CN(C)C(=O)[C@H]1[C@H](CO)[C@H]2Cn3c(ccc(C4=CCCC4)c3=O)[C@@H]1N2S(=O)(=O)c1cn(C)cn1	15	-27	-1	-5	-10	-1	13
68	O=Cc1ccc(/C=C2\c3ccccc3C(=O)N2c2ccccc2)o1	-32	·	·	-6	15	2	11
69	COc1cccc(NC(=O)Cn2c(=O)n(C)c(=O)c3sc4c(c32)COC(C)(C)C4)c1	1	0	2	·	7	44*	19

# Compound activity as filed in PubChem BioAssay.
